Source: PubChem
HepG2 tox: kills HepG2 cells in TGF-b inhibitor counter-screen; HepG2 CAGA-GFP viability, ATP luminescence, 18 h; Potency, µM (series often up to 46.1 µM), for inactives: at the top dose activity change, negative = cytotoxicity, hits mostly cytotoxic; actives 0.76% (n = 410,000); also: potency is read from the fitted curve at half-maximal effect; some results filed as inactive show a strong effect at the top dose
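HepG2 CAGA-GFP cells (1000/well, DMEM with 1% FBS) received compound, then TGF-beta at 500 pg/mL final, and were incubated 18 hours at 37 degrees C. Viability was read by CellTiter-Glo luminescence. Media-only wells were set as complete cell-killing and DMSO as no toxicity.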
IL2 activator: activates IL-2 in a cell-based reporter assay. IL-2 activation reporter assay, cell-based qHTS; stimulated with anti-CD3/CD4/CD28 beads; in transgenic mouse T cells. activation, % (series mostly up to about 46 µM). actives 0.065% (n = 360,000). AID 652025; in the data active = activation above about 50%; inconclusive = mostly about 30% to 49%; also: 0% is about no effect
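Readout is EGFP and DsRed signal by fluorescent plate cytometry after 18 h at 37 degrees C. Transgenic mouse T cells (750/well) received compound for 60 min before bead stimulation (anti-CD3, anti-CD4, anti-CD28); memory T cells served as non-tolerant control.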
A549 tox: kills or reduces viability of A549 cells in Nrf2 counter-screen; actives 0.16% (n = 390,000); A549 ARE-Fluc cells, CellTiter-Fluor viability, 18-24 h; Potency, µM (titrated, usually from 46 µM), for the others: at the top dose activity change, negative = cytotoxicity, hits mostly inhibitors; also: potency is read from the fitted curve at half-maximal effect; % is scaled to controls: 0 for no effect and ±100 for the full control effect
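Cytotoxicity counterscreen: CellTiter-Fluor fluorescence was measured in A549 ARE_Fluc cells after 18-24 h of compound exposure in a concentration series. The subsequent BugLite luminescent read reports ARE-luciferase activity.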
ATXN2 expr inh: inhibitors of ATXN2 expression; HEK-293 ATXN2-luciferase reporter, luminescence, 24 h; actives 0.72% (n = 360,000); Potency, µM (series often up to 57 µM), without a hit: top-dose activity change, negative = inhibition, usual class: inhibitors; also: potency is read from the fitted curve at half-maximal effect; % is scaled to controls: 0 for no effect and ±100 for the full control effect; nearly all actives have a fitted effect of over 55% in size
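ATXN2-luciferase reporter cells (luciferase flanked by upstream and downstream ATXN2 gene portions) were treated 24 h at 37 °C with compounds at up to 57 uM. SteadyGlo luminescence gave expression; GF-AFC fluorescence gave viability.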
Nrf2 activator: activates Nrf2 signaling | AID 624171 | AREc32 ARE-luciferase reporter (MCF7-derived line), luminescence, 24 h | Potency, µM (highest dose often 46.1 µM), for the others: at the highest dose activation, most hits filed as activators | actives 0.31% (n = 410,000); also: potency is read from the fitted curve at half-maximal effect; % of control where 0% means no effect; nearly all actives have a fitted effect of over 65% in size
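For detection, Steady-Glo was added and plates sat 30 min at RT; before that, AREc32_Fluc cells grown overnight in OPTI-MEM/5% FBS had been treated with 23 nL compound for 24 hr at 37 deg C.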
EPAC2 agonist: EPAC2 (human) agonism | Q8WZA2 | EPAC2 activation, biochemical qHTS; response scale: 100% = 6.5 mM cAMP response | Potency, µM (series often up to 154 µM), inactives show at the highest dose activation, hits mostly activators | actives 0.079% (n = 360,000) | AID 720711; also: potency is read from the fitted curve at half-maximal effect; nearly all actives have a fitted effect of over 50% in size
Target sequence (Q8WZA2 whole entry, looked up): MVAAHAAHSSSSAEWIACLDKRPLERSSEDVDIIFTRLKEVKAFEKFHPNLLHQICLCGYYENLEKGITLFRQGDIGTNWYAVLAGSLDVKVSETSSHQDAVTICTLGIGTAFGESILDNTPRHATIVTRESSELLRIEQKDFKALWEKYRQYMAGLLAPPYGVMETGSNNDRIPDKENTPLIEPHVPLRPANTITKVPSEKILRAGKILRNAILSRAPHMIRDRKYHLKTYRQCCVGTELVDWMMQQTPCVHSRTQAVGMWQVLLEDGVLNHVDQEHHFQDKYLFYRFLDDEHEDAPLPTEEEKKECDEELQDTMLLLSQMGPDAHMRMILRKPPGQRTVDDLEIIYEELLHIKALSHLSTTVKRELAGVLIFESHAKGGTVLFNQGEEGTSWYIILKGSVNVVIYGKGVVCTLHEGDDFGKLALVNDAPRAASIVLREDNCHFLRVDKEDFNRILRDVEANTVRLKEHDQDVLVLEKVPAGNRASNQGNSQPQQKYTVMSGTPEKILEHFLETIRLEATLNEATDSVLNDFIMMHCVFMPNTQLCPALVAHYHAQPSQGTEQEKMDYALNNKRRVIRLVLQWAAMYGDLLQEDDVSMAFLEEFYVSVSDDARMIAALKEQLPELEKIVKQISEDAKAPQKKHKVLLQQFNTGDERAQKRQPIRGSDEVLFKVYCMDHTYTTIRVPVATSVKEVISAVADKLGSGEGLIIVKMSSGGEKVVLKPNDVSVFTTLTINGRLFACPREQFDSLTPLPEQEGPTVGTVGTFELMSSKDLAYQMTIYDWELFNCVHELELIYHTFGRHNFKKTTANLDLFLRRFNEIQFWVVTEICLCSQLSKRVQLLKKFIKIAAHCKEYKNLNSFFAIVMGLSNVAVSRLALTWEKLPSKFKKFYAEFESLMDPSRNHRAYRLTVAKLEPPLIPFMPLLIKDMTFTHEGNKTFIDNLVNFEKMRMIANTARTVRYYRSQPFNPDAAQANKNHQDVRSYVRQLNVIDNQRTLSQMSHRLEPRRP
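Fluorescence exchange assay: 100 nM EPAC2 with 250 nM RAP1B-BODIPY-GDP and 50 uM GDP; compounds tested as a concentration-titration series (qHTS). Loss of Rap1-bound BODIPY-GDP fluorescence read at 480/540 nm; data normalized to 6.5 mM cAMP.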
Nrf2 block: Nrf2 pathway inhibition; A549 ARE-Fluc reporter, luciferase luminescence, 18-24 h; Potency, µM (top dose mostly 46 µM), inactives show at the highest dose activity change, negative = inhibition, usual class: inhibitors; actives 2.1% (n = 360,000); AID 504444; also: potency is read from the fitted curve at half-maximal effect; % is scaled to controls: 0 for no effect and ±100 for the full control effect; nearly all actives have a fitted effect of over 60% in size
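Two sequential reads on A549 ARE_Fluc cells exposed to compound for 18-24 h: a CellTiter-Fluor fluorescence read for viability, then a luciferase luminescence read for Nrf2/ARE activity.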
TGFb SMAD3 inh: TGF-b pathway inhibition; HepG2 CAGA-GFP TGF-b/SMAD3 reporter, GFP fluorescence, 18 h; TGF-beta stimulated, 500 pg/mL final; Potency, µM (highest dose often 46.1 µM), for inactives: at the top dose activity, negative = inhibition, actives largely listed as inhibitors; actives 1.2% (n = 410,000); AID 588855; also: potency is read from the fitted curve at half-maximal effect; % is scaled to controls: 0 for no effect and ±100 for the full control effect; nearly all actives have a fitted effect of over 65% in size
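First, reporter cells (HEPG2 CAGA-GFP) rested 2 h at 37 degrees C. Next, compounds were pinned in and TGF-beta added to 500 pg/mL final. After 18 h, GFP was imaged per cell and summed per well.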
S2 tox: viability counter-screen for ATXN expression inhibitors; AID 651635; S2 cells (HEK-293 line with an ATXN2-luciferase reporter) viability, CellTiter-Fluor protease fluorescence, 24 h; Potency, µM (doses to about 56.7 µM), most hits filed as cytotoxic; actives 0.49% (n = 400,000); also: potency is read from the fitted curve at half-maximal effect; nearly all actives have a fitted effect of over 40% in size
Numbers without * were called inactive; i = inactive; ? = inconclusive; nt = no result given; & = joins results of further samples; [ ] = dose if it differs, or a comment. Unless noted, calls follow the shape of the dose curve; as a rule, active = well fitted curve in the direction sought with a large enough effect; inconclusive = small, poorly fitted or top-dose-only effect, or another doubt; inactive = no such curve, though single readings can be large; an effect the other way counts as inactive or inconclusive.

SMILES	HepG2 tox	IL2 activator	A549 tox	ATXN2 expr inh	Nrf2 activator	EPAC2 agonist	Nrf2 block	TGFb SMAD3 inh	S2 tox
CCOCCSC1=C(C#N)C(c2cccs2)C(C(C)=O)=C(C)N1 (configuration not stated)	-16%	0.3	-18%	-7%	0.3%	-4%	?	-1%	i
COc1cccc(CNC(=O)C2CCCN(c3ncnc4c3nc3n4CCCCC3)C2)c1 (configuration not stated)	-50%	-0.3	-1%	nt	3.2%	2%	-22%	?	?
COc1ccc(NC(=O)Nc2cccc3c2O[C@H](CN(C)Cc2ccc(-c4ccccc4)cc2)[C@@H](C)CN([C@H](C)CO)C3=O)cc1	0%	0.4	-1%	-27%	0.7%	3%	4%	1%	?
Cc1ccc(Cn2c(C)c3cnn(CC(=O)O)c(=O)c3c2C)cc1	0%	nt	2%	nt	-0.4%	nt	3%	nt	nt
CCOC(=O)c1ccc(-c2ccc(/C=C(\C#N)C(=O)NCc3cccs3)o2)cc1	-21%	61*	6%	3%	2.8%	5%	8%	10%	i
O=C(Cc1ccc(Cl)cc1)OCC(=O)c1ccc[nH]1	0%	2.1	1%	1%	0.1%	8%	13%	-1%	i
COc1ccccc1NC(=O)CSC1=Nc2ccccc2C2=NC(CC(=O)NCCc3ccccc3)C(=O)N12 (configuration not stated)	-11%	nt	-11%	-9%	5.4%	nt	nt	-26%	i
CC(=O)c1cccc(N(C(=O)CNC(=O)c2ccco2)C(C(=O)NC2CCCC2)c2ccc(C)o2)c1 (configuration not stated)	-6%	-1.9	9%	21%	0.2%	-8%	1%	?	i
CN(CC(=O)Nc1cccc(C#N)c1)Cc1ccc(Cl)cc1	6%	4.4	-24%	23%	-0.3%	7%	?	0%	nt
CCc1nc2ccc(C(=O)NCC3CCCCC3)cn2c1N(C)Cc1ccc(OC)cc1	-27%	-0.7	nt	?	-0.8%	3%	nt	?	?
CCCCn1c(NC(=O)c2ccccc2Cl)c(C#N)c2nc3ccccc3nc21	-59%	-1.6	?	?	3.1%	-2%	13µM*	?	i
Cc1cccc(NS(=O)(=O)c2ccc(C(=O)NCC3(N4CCCCC4)CCCCC3)cc2)c1C	1%	-5.7	-23%	-18%	0.1%	-3%	5%	10%	i
O=C(N/N=C/c1cn(-c2ccccc2)nc1-c1cccs1)c1ccc(Cl)cc1	-27%	-0.2	-17%	-5%	4.2%	3%	?	?	i
CCN1CCc2nc3sc(C(=O)Nc4ccccc4OC(F)(F)F)c(N)c3cc2C1	-30%	nt	-4%	-10%	0.1%	nt	4%	44%[activator]	i
CC(C)=CC/C=C1\CCC(C(=O)O)C(C(=O)O)C1 (configuration not stated)	-11%	-2.5	3%	0%	-0.3%	0%	13%	-4%	i

In the list so far, four have a cyano group.
SMILES	HepG2 tox	IL2 activator	A549 tox	ATXN2 expr inh	Nrf2 activator	EPAC2 agonist	Nrf2 block	TGFb SMAD3 inh	S2 tox
CCOCCSC1=C(C#N)C(c2cccs2)C(C(C)=O)=C(C)N1 (configuration not stated)	-16%	0.3	-18%	-7%	0.3%	-4%	?	-1%	i
CCOC(=O)c1ccc(-c2ccc(/C=C(\C#N)C(=O)NCc3cccs3)o2)cc1	-21%	61*	6%	3%	2.8%	5%	8%	10%	i
CN(CC(=O)Nc1cccc(C#N)c1)Cc1ccc(Cl)cc1	6%	4.4	-24%	23%	-0.3%	7%	?	0%	nt
CCCCn1c(NC(=O)c2ccccc2Cl)c(C#N)c2nc3ccccc3nc21	-59%	-1.6	?	?	3.1%	-2%	13µM*	?	i

Remaining list, next part.
SMILES	HepG2 tox	IL2 activator	A549 tox	ATXN2 expr inh	Nrf2 activator	EPAC2 agonist	Nrf2 block	TGFb SMAD3 inh	S2 tox
COc1ccccc1CC(=O)Nc1ccc([N+](=O)[O-])cc1OC	9%	0.5	-6%	5%	0.3%	7%	-24%	5%	i
CCCSc1ncc(Cl)c(C(=O)Nc2sc3c(c2C(=O)OC)CCCC3)n1	0%&-6%	nt	3%	nt	1.2%	nt	8%	-9%	nt
Cc1ccc(C(=O)Nc2cc(C)nn2CCC#N)cc1	-127%	-2.9	-1%	3%	0.1%	11%	2%	-11%	i
OCc1cccc(-c2csc(C(O)c3ccccc3)n2)c1 (configuration not stated)	-19%	-0.3	nt	16%	4.0%	5%	nt	-16%	i
Cc1n[nH]c(C)c1Sc1ccccc1[N+](=O)[O-]	2%	-0.7	-5%	6%	1.1%	2%	-17%	27%	i
NC(Cc1ccc(F)cc1)c1csc(Nc2ccc(C(=O)c3ccccc3)cc2)n1 (configuration not stated)	13µM*	-0.7	nt	?	-3.5%	10%	nt	11µM*	nt
Cc1ccc(N2C(=O)CSC2c2cccs2)cc1 (configuration not stated)	7%	-1.2	0%	1%	-0.4%	-3%	13%	-24%	i
O=C(COc1ccc(Cl)cc1)Nc1nc(-c2ccncc2)cs1	5%	-2.6	-1%	4%	-0.3%	-3%	11%	0%	i
COc1cc(OC)c(NC(=O)c2sc3ncn(CC(=O)N4CCOCC4)c(=O)c3c2C)cc1Cl	8%	-0.6	0%	3%	-0.2%	2%	4%	1%	i

Taken from above:
Nrf2 block, COc1cc(OC)c(NC(=O)c2sc3ncn(CC(=O)N4CCOCC4)c(=O)c3c2C)cc1Cl is entered as 4%
IL2 activator, Cc1ccc(C(=O)Nc2cc(C)nn2CCC#N)cc1 is entered as -2.9
HepG2 tox, CCCSc1ncc(Cl)c(C(=O)Nc2sc3c(c2C(=O)OC)CCCC3)n1 is entered as 0%&-6%
Nrf2 block, Cc1n[nH]c(C)c1Sc1ccccc1[N+](=O)[O-] is entered as -17%
IL2 activator, NC(Cc1ccc(F)cc1)c1csc(Nc2ccc(C(=O)c3ccccc3)cc2)n1 (configuration not stated) is entered as -0.7
Nrf2 activator, O=C(COc1ccc(Cl)cc1)Nc1nc(-c2ccncc2)cs1 is entered as -0.3%
